TRPC6 inhibitor: mouse TRPC6 channel inhibition | HEK293-TRPC6, membrane potential dye, ACh-evoked depolarization; active compounds read low | B-score at 10 µM | 310,000 compounds, 1.1% hits;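 active means B-score under library mean minus 3 SD, initial fluorescence not abnormally high, positive integrated signal ratio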;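 further: B-score derived from integrated fluorescence ratio over the kinetic read; more negative B-score means stronger inhibition of depolarization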
Target sequence (Q61143 whole entry, looked up): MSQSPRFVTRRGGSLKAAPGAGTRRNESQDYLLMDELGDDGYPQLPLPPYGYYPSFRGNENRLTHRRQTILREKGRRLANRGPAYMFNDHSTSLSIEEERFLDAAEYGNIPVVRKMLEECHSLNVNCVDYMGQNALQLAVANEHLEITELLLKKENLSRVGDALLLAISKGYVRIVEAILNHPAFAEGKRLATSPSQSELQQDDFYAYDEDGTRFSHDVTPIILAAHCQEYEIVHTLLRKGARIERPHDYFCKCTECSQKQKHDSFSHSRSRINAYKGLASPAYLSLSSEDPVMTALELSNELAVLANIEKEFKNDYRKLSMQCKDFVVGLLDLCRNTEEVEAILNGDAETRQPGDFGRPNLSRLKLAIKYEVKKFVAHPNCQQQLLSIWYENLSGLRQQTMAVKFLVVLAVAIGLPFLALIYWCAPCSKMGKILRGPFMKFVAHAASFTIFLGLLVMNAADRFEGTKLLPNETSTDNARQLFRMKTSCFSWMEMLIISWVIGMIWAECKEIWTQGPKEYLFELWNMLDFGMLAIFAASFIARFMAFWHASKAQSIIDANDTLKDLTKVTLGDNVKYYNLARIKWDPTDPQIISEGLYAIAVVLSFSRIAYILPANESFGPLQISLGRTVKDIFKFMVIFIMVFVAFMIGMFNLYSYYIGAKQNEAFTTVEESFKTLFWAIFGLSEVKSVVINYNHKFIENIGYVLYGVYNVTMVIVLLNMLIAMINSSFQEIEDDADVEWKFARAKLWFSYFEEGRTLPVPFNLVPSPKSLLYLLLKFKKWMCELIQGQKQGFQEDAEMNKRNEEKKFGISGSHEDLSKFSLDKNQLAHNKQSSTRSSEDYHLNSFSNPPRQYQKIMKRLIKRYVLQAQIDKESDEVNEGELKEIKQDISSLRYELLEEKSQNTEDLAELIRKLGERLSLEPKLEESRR
HIF act: HIF pathway transcriptional activation; U2OS HRE-luciferase reporter, luminescence; normalized: DMSO 0%, desferrioxamine 100%; activation, % at 7.5 µM (by protocol); 300,000 compounds, 0.32% hits; AID 1910;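 active means mean activation of at least 10% of the iron chelator positive control signal, with at least half of replicates also reaching 10%; inconclusive means mean and replicate majority disagree about reaching 10%; inactive means mean and most replicates under 10%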
TRPC6 act: mouse TRPC6 channel activation; Q61143; HEK293-TRPC6 membrane potential dye fluorescence; active compounds read high; B-score at 10 µM; 310,000 compounds, 0.13% hits; AID 2550;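 active means B-score of the integrated fluorescence ratio above library mean plus 3 SD, and starting fluorescence ratio within library mean plus 5 SD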;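 further: higher score means more depolarization so channel activation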
Platelet DG rel: modulates dense granule release in human platelets. inhibition, %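 (compounds screened at 7.5 µM in platelet-rich plasma)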. human platelet-rich plasma, SFLLRN dense granule ATP release, luminescence. 300,000 compounds, 0.22% hits. AID 1663;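 active means mean replicate score, as percent of positive control, at or above 50; inconclusive means mean below 50 but at least one replicate at or above 50; inactive means mean and every replicate below 50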
MrgX1 ag: human MrgX1 receptor agonism, primary screen; MrgX1-HEK293 cells, Fluo-4 calcium fluorescence, agonist mode; active compounds read high; Q96LB2; B-score at 10 µM; 310,000 compounds, 0.44% hits;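 active means calcium response B-score plate-corrected fluorescence ratio at least 3 library SD, with starting fluorescence B-score inside 5 SD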
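Assay system: stable human MrgX1 HEK293 cell line. Quantity: 15,000 cells per well. Schedule: cells plated overnight, dye loaded 0.5 h 37 °C, 0.5 h room temperature. Detection: Fluo-4 NW calcium-flux fluorescence, kinetic read. Read-out basis: peak-minus-minimum fluorescence over baseline, converted to B scores. Control set: positive and negative control wells on each plate.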
RGS4 inh: inhibitors of human RGS4; P49798; HEK293 M3R/RGS4 inducible, Fluo-4 calcium flux; active compounds read high; triggered by carbachol at its EC20; B-score at 10 µM; 310,000 compounds, 0.45% hits;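 active means B-score, a plate-corrected calcium signal, over three deviations above library mean, with baseline fluorescence within five deviations of library mean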;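 further: RGS4 expression induced by doxycycline in cells with stable M3 receptor; B-score is computed from the integrated fluorescence ratio over baseline after carbachol; higher B-score means a larger calcium signal and so more RGS4 inhibition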
Target sequence (P49798 whole entry, looked up): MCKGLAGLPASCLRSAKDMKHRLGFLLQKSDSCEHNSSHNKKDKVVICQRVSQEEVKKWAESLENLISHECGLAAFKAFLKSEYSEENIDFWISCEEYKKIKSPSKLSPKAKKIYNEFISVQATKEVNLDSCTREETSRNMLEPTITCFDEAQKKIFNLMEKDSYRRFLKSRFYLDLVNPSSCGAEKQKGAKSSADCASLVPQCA
TRPC4 block: TRPC4 (mouse) channel inhibition; HEK293 TRPC4beta/mu-opioid, DAMGO-evoked Fluo4 calcium flux; active compounds read low; B-score at 10 µM; 300,000 compounds, 0.39% hits;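 active means B-score over 3 SD under the library average, no early fluorescence shift, positive overall ratio signal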
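Material: HEK293 cells with stable TRPC4beta plus mu-opioid receptor expression / Probe or stimulus: DAMGO in two steps, submaximal then maximal / Compound: single concentration per test compound / Technique: kinetic Fluo4 fluorescence imaging of calcium influx / Read-out: per-well B score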
MrgX1 PAM: human MrgX1 positive allosteric modulation, primary screen. B-score at 10 µM. MrgX1-HEK293, Fluo-4 calcium flux, FDSS; active compounds read high. AID 588675. 310,000 compounds, 0.63% hits;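 active means plate-corrected calcium response at least 3 library SD above typical, normal starting fluorescence, not activating the receptor alone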;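 further: compound read alongside a low EC10 to EC30 dose of BAM8-22 agonist; peak minus trough fluorescence over baseline measured at the second addition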
SKKanGAS inh: blocks kanamycin growth of S. pyogenes SKKanGAS strain. BacTiter-Glo, 6 h. inhibition, % at 7.5 µM. 300,000 compounds, 1.3% hits;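 active means mean replicate score, as percent of positive control median, at least 50; inconclusive means mean below 50 but one replicate at or above 50; inactive means mean and every replicate below 50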;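 further: strain carries kanamycin resistance gene driven by streptokinase promoter and grows in 40 µg/ml kanamycin; loss of luminescence reflects streptokinase promoter inhibition or plain growth inhibition; 0% = median of DMSO wells and 100% = positive control at its reference dose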
MrgX1 antagonist: antagonists of human MrgX1 receptor; B-score at 10 µM; 310,000 compounds, 1.3% hits; MRGX1-HEK293 calcium flux, Fluo-4, BAM8-22 antagonism; active compounds read low; AID 588676; Q96LB2;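 active means calcium-response B-score plate-corrected more than 3 library SD below zero, starting fluorescence within 5 deviations, no agonist response on first addition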;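 further: peak minus trough fluorescence over baseline after final BAM8-22 challenge near maximal dose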
RGS4 act: potentiators or activators of RGS4; HEK293 M3R/inducible RGS4, carbachol calcium flux Fluo4; active compounds read low; B-score at 10 µM; 310,000 compounds, 0.92% hits;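 active means B-score of the integrated calcium signal more than 4 SD below the library mean, with starting fluorescence not abnormally high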;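 further: negative B-score means reduced calcium response which marks RGS4 activation or potentiation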
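test system = M3R-expressing HEK293 line, RGS4 induced by doxycycline | probe or stimulus = carbachol at ECmax as muscarinic agonist stimulus | timing = dye loading 30 min 37 °C, buffer rest 30 min RT | signal = calcium dye Fluo4 fluorescence | evaluation = B score from integrated fluorescence ratio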
Active calls of the source: *; i = inactive; ? = inconclusive; nt = no result given; & = joins results of further samples.

SMILES | TRPC6 inhibitor | HIF act | TRPC6 act | Platelet DG rel | MrgX1 ag | RGS4 inh | TRPC4 block | MrgX1 PAM | SKKanGAS inh | MrgX1 antagonist | RGS4 act
CC(=O)c1ccc(OCC(O)CN(C)Cc2cccs2)cc1 (stereo not drawn) | i | 0.9 | i | 2.8 | i | i | i | i | -1.9 | i | i
CC(C)OC(=O)CSc1n[nH]c(-c2cccnc2)n1 | i | -0.1 | i | -9.6 | i | i | i | i | -4.3 | i | i
CC(C)CCn1c(-c2nonc2N)nc2ccccc21 | i | 0.6 | i | -0.6 | i | i | i | i | 14.9 | i | i
COc1ccc(CNc2ccc(C)c(C)c2)cc1 | i | 3.5 | i | -4.0 | i | i | i | i | 1.5 | i | i
COc1ccc(CCNC(N)=S)cc1OC | i | -0.1 | i | 9.6 | i | i | i | i | 1.4 | i | i
O=C(c1ccccc1F)N1CCN(c2ccc([N+](=O)[O-])c3cccnc23)CC1 | i | -0.7 | i | -6.2 | i | i | i | i | -6.5 | i | i
Cc1ccc(C(=O)NC(=S)NNC(=O)c2ccc([N+](=O)[O-])cc2)cc1 | i | -0.1 | i | 6.2 | 40.5* | i | i | i | 79.5* | i | i
CCn1c(C)nc2cc(C(=O)NNC(=S)Nc3ccc(Cl)cc3Cl)ccc21 | i | -21.7 | i | -4.7 | i | i | i | i | 8.4 | i | i
CSc1ccccc1C(=O)NCCc1ccc(S(=O)(=O)N2CCCCC2)cc1 | i | 0.0 | i | 7.7 | i | i | i | i | -1.5 | i | i
C=CCc1ccc(OCCOCCOc2ccccc2[N+](=O)[O-])c(OC)c1 | i | -0.3 | i | -3.7 | i | i | i | i | 2.6 | i | i
CN(C)S(=O)(=O)c1ccc(N2CCCC2)c(C(=O)Nc2ccc(N3CCOCC3)cc2)c1 | i | -0.3 | i | 3.4 | i | i | i | i | -2.8 | i | i
CCOC(=O)c1sc(NC(=S)NC(=O)c2ccccc2Cl)c(C(=O)OCC)c1C | i | 0.0 | i | 22.8 | i | i | i | i | 0.0 | i | i
COc1nc(N)nc(NC(=O)c2cccs2)c1N=O | i | 0.6 | i | -0.8 | i | 8.09* | i | i | 10.3 | i | i
Cc1ccc(CNC(=O)CCS(=O)(=O)c2ccc3c(c2)CC(C)N3C(=O)C2CC2)o1 (stereo not drawn) | i | -0.3 | i | -5.8 | i | i | i | i | 7.4 | i | i
OCCN(CCO)CC(O)COc1ccc(Br)cc1 (stereo not drawn) | i | 0.1&-0.3 | i | -3.3&1.0 | i | i | i | i | -0.1&1.5 | i | i
NC(=NCCc1ccccc1)c1cccc([N+](=O)[O-])c1 | i | -1.1 | i | -2.9 | i | i | i | i | 3.1 | i | i
Oc1ccccc1/C=N/Nc1nccnc1Cl | i | 126.6* | i | 2.4 | i | i | i | i | 18.6 | i | i
O=C(OCC(=O)N1CCCc2ccccc21)c1cncc(Br)c1 | i | -0.4 | i | -1.3 | i | i | i | i | nt | i | i
CCn1cc(CN2CCC(n3nccc3NC(=O)C(OC)c3ccccc3)CC2)cn1 (stereo not drawn) | i | 0.3 | i | -1.6 | i | i | i | i | 0.2 | i | i
CCCOc1cccc(C(=O)NC(=S)Nc2cccc(C(F)(F)F)c2)c1 | i | 0.0 | i | -7.9 | i | i | i | i | -6.4 | i | i
CCNc1c(NS(=O)(=O)c2ccc(Cl)s2)c(=O)oc2ccccc12 | i | -0.8 | i | 0.7 | i | i | i | i | 2.1 | i | i
COc1ccc(OC)c(C2CC(c3ccc(NS(C)(=O)=O)cc3)=NN2C(=O)c2ccccc2)c1 (stereo not drawn) | i | -0.6 | i | 12.4 | i | i | i | i | 10.4 | i | i
Cc1cc(N/N=C/c2ccccc2Cl)nc(NCc2ccccc2)n1 | i | 1.0 | i | 8.9 | i | i | i | i | 15.4 | i | i
CCOc1ccc(N(CC(=O)NCC2CCCO2)S(=O)(=O)c2ccc(OC)c(OC)c2)cc1 (stereo not drawn) | i | 0.0 | i | -0.8 | i | i | i | i | -4.0 | i | i
O=S(=O)(Cc1cc(-c2ccccc2)no1)c1ccccc1 | i | 4.4 | i | -2.2 | i | i | nt | i | -1.4 | i | i

Other results:
SMILES | TRPC6 inhibitor | HIF act | TRPC6 act | Platelet DG rel | MrgX1 ag | RGS4 inh | TRPC4 block | MrgX1 PAM | SKKanGAS inh | MrgX1 antagonist | RGS4 act
CCCCCC(=O)NC(=S)Nc1ccc(N2CCCCC2)c(Cl)c1 | i | -1.0 | i | 1.8 | i | i | i | i | -6.9 | i | i
O=C(N/N=C/c1cccs1)c1ccc(NC(=O)c2ccccc2Cl)cc1 | i | 0.1 | i | 2.6 | i | i | i | i | 4.6 | i | i
CC12CCC(=O)N1C(C(=O)Nc1nnc(SCc3ccccc3)s1)CS2 (stereo not drawn) | i | 0.9 | i | -1.5 | i | i | i | i | -5.9 | i | i
CCC(C(=O)OCC(=O)Nc1ccccc1-c1ccccc1)c1ccccc1 (stereo not drawn) | i | -0.4 | i | 5.0 | i | i | i | i | -4.7 | i | i
CC(C)(C)N1C(=O)c2ccccc2NC(=O)N1Cc1ccccc1 | i | -14.4 | i | -3.0 | i | i | i | i | 0.2 | i | i
CCOC(=O)c1cn(-c2nc(-c3ccc(Cl)c(Cl)c3)cs2)c2c(F)c(N3CCOCC3)c(F)cc2c1=O | i | -1.3 | i | -5.6 | i | i | i | i | 18.7 | i | i
CS(=O)(=O)N(CC(=O)NCC1CCCO1)c1cc(Cl)ccc1Cl (stereo not drawn) | i | -0.1 | i | -1.2 | i | i | i | i | -19.9 | i | i
COc1ccc(/C=C/C(=O)NC(C)CCc2ccccc2)cc1 (stereo not drawn) | i | 0.2 | i | -6.9 | i | i | i | i | -2.0 | i | i
CN(Cc1ccccc1)C(=O)COc1ccccc1Cl | i | -0.2 | i | -4.6 | i | i | i | i | 5.1 | i | i
Cn1c(O)c(N=NC(=O)c2cccc(S(=O)(=O)N3CCCCC3)c2)c2ccccc21 | i | -1.0 | i | -29.4 | i | i | i | i | 1.0 | i | i
COc1ccc2c(c1)CCc1c(C(=O)NCCCn3ccnc3)noc1-2 | i | 0.3 | i | 7.3 | i | i | nt | i | -1.4 | i | i
COC(=O)N/N=C/c1cn(Cc2ccccc2Cl)c2ccccc12 | i | -0.6 | i | -49.7 | i | i | i | i | -0.8 | i | i
CCOC(=O)c1oc2ccc(S(=O)(=O)n3nc(-c4ccc(OC)cc4)cc3N)cc2c1C | i | 1.8 | i | -17.2 | i | i | i | i | 15.1 | i | i
CC(=O)CC(=O)Nc1ccc(C(N)=O)cc1 | i | -0.3 | i | -5.0 | i | i | i | i | -0.9 | i | i
CCN(CC(=O)N1CCCC1)S(=O)(=O)c1ccccc1 | i | 1.5 | i | 0.0 | i | i | i | i | -2.8 | i | i
CCCCNC(=S)NNC(=O)c1nn(C)cc1Cl | i | 0.2 | i | 3.4 | i | i | i | i | -2.0 | i | i
CC(C)[C@H](Nc1ncnc2c1oc1ccccc12)C(=O)O | i | 0.7 | i | 3.2 | i | i | i | i | -2.5 | i | i
Cc1ccc(C(=O)N2CCCC(CCC(=O)N3CCN(c4ccccn4)CC3)C2)cn1 (stereo not drawn) | i | -0.3 | i | 3.1 | i | i | i | i | 38.5 | i | i
CCOc1ccc(NC(=O)CCCn2nc(C)c3c(C)n(-c4ccccc4)nc3c2=O)cc1 | i | -0.5 | i | -4.3 | i | i | i | i | -3.0 | i | i
O=C(CSc1ccc([N+](=O)[O-])cn1)Nc1ccc(N2CCOCC2)c(Cl)c1 | i | -0.8 | i | -1.8 | i | i | i | i | -5.1 | i | i
COC(=O)C1=C(C)N=C2SCCC(=O)N2C1/C=C/c1ccccc1 (stereo not drawn) | i | -0.1 | i | -5.9 | i | i | i | i | 2.8 | i | -7.42*
N#C/C(=C\c1ccccc1)C(=O)NCc1ccc(F)cc1 | i | -0.1 | i | -0.7 | i | i | i | i | 17.1 | i | i
Cc1ccc(OCCCC(=O)NC(C)c2ccccc2)c(C)c1 (stereo not drawn) | i | -0.2 | i | -2.6 | i | i | i | i | -3.9 | i | i
CCCCN(CCCC)CCNC(=O)c1ccc2nc(-c3ccccc3NC(C)=O)c(=O)[nH]c2c1 | i | -0.8 | i | 0.5 | i | i | i | i | 9.8 | i | i
O=C(/C=C/c1cccc([N+](=O)[O-])c1)NC1CC2CCC1C2 (stereo not drawn) | i | -0.5 | i | 6.0 | i | i | i | i | 2.8 | i | i

More records:
SMILES | TRPC6 inhibitor | HIF act | TRPC6 act | Platelet DG rel | MrgX1 ag | RGS4 inh | TRPC4 block | MrgX1 PAM | SKKanGAS inh | MrgX1 antagonist | RGS4 act
CCN(Cc1ccccc1)C(=O)c1ccc(NC(=O)c2ccc(OC)cc2)cc1 | i | -1.3 | i | 4.3 | i | i | i | i | -3.2 | i | i
O=C(c1ccc(S(=O)(=O)Nc2cccc(C(F)(F)F)c2)cc1)N1CCOCC1 | i | -0.2 | i | -2.9 | i | i | i | i | -3.1 | i | i
CCN1C(=NCCc2c[nH]c3ccccc23)N[C@@H](c2ccccc2)[C@H](C(=O)OC)[C@H]1C | i | 0.0 | i | -1.2 | i | i | i | i | -4.0 | i | i
O=C(NCc1cccc(C(F)(F)F)c1)c1ccc2c(c1)OCCO2 | i | 0.0 | i | -9.3 | i | i | i | i | -0.7 | i | i
Cc1ccc(CCNC(=O)C2CCC(=O)N(Cc3cccc(F)c3)C2)cc1 (stereo not drawn) | i | 0.4 | i | 14.6 | i | i | i | i | 8.4 | i | i
O=C1c2cccc3c([N+](=O)[O-])ccc(c23)C(=O)N1Cc1cccnc1 | i | -1.3 | i | -2.0 | nt | i | i | nt | 9.1 | nt | i
COc1ccc(-c2noc(CCC(=O)NC3CCCC3)n2)cc1 | i | 1.4 | i | 6.7 | i | i | i | i | -6.9 | i | i
N#Cc1c(NC(=O)CCCl)sc2c1CCCCC2 | i | -1.2 | i | 12.5 | i | i | i | i | ? | i | i
CCNC(=S)NNC(=O)c1cccc(Br)c1 | i | 0.0 | i | -10.8 | i | i | i | i | -3.1 | i | i
CCc1ccccc1NC(=O)CN(C)C(=O)CSc1nnc(Nc2ccc(C)cc2)s1 | i | 0.5 | i | 0.2 | i | i | i | i | -9.8 | i | i
CCc1sc(C(=O)NC)cc1Br | i | -0.1 | i | -10.7 | i | i | i | i | 0.5 | i | i
CC(C)CNc1nc(Oc2ccc(=O)[nH]n2)nc(N2CCOCC2)n1 | i | -0.3 | i | -2.2 | i | i | i | i | -0.7 | i | i
